From PubChem
Kir21 block: blocks the mouse Kir2.1 inward-rectifier potassium channel. P35561. HEK293-Kir2.1, FluxOR thallium flux fluorescence; hits give low values. B-score at 10 µM. 310,000 compounds, 0.85% hits. AID 1672;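 active means fluorescence ratio B-score at or below minus 3 SD of library scores, with starting-brightness B-score within 2 SD, cut at about -4.2 in these data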;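 further: channel flux triggered by added potassium and thallium sulfate stimulus; B-score of peak minus minimum fluorescence over baseline after thallium stimulus; more negative B-score means stronger Kir2.1 block with less thallium influx; some compounds called inactive have numbers as strong as hits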
KCNQ2 block: KCNQ2 potassium channel inhibitors, primary screen, cell-based, CHO-K1, FluxOR thallium flux, B-score (AID 2156). O88943. 20 min; hits give low values. B-score at 10 µM. 310,000 compounds, 1.1% hits;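 active means fluorescence ratio B-score at most minus 3 library SDs, with starting brightness B-score within 2 library SDs, cut at about -5.5 in these data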
Target sequence (O88943 whole entry, looked up): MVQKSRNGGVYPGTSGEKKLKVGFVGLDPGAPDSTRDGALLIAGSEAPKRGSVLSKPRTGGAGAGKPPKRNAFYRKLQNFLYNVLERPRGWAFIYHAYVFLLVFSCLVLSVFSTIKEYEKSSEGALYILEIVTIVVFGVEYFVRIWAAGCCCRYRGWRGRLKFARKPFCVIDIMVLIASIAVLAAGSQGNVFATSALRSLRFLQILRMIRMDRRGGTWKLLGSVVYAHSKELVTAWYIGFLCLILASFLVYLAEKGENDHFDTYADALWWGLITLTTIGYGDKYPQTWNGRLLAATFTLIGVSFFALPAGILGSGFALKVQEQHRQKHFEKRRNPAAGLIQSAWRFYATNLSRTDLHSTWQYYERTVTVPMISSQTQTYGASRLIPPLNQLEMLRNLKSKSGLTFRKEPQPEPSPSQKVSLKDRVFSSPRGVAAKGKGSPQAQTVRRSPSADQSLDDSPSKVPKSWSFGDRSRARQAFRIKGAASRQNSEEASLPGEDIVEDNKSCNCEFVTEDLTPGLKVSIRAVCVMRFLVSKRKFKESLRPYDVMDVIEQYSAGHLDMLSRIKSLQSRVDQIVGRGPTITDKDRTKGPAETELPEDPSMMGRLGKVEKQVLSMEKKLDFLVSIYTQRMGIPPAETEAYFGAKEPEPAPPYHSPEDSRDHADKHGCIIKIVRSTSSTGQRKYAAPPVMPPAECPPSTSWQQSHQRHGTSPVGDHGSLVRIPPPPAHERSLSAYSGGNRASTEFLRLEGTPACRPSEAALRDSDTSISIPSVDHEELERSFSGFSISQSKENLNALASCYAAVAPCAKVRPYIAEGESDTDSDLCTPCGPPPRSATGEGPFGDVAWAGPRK
* marks the source's active call; other numbers are inactive results; i = inactive. Rows are unselected; any-hit rate near 1.8%.

Kir21 block	KCNQ2 block	smiles
-0.61	i	CC1CCN(S(=O)(=O)c2ccc(NC(=O)[C@@H]3CCCC[C@@H]3C(=O)O)cc2)CC1
-2.7	i	Cc1ccc(CNC(=O)C(=O)NCC2OCCN2C(=O)c2ccc3c(c2)OCO3)cc1 (stereo unspecified)
1	i	Cc1ccc(C)n1-c1ccc(C(=O)Nc2ccccc2F)cc1
-0.81	i	COc1ccc(C2CC(=O)C(C=NCCN3CCN(C(=S)Nc4ccccc4)CC3)=C(O)C2)cc1OC (stereo unspecified)
1.2	i	COc1ccccc1C(=O)Nc1ccc(S(=O)(=O)N2CCCCC2c2cccnc2)cc1 (stereo unspecified)
0.85	i	Cc1noc(C)c1CSc1nnc2n(-c3ccccc3)c(=O)c3ccccc3n12
-0.27	i	COc1ccc(C(=O)CSc2nnc(-c3cc4ccccc4cc3O)n2Cc2ccco2)cc1
0.43	i	COc1ccc(N(CC(=O)Nc2ccc(C)c(F)c2)S(=O)(=O)c2c(C)noc2C)cc1
-0.44	i	Cc1cc(OC(C)C(=O)NCCCN2CCOCC2)c2c(C)cc(=O)oc2c1 (stereo unspecified)
-0.21	i	O=C(CSc1nnnn1C1CCCCC1)Nc1nc2c(s1)CCCC2
-3.3	i	CCOC(=O)c1cnc2c(C)cc(C)cc2c1NCCCN1CCOCC1
-2.6	i	CCN(CC)CCn1c(=N)n(CC(O)COc2ccccc2)c2ccccc21 (stereo unspecified)
0.64	i	CC(=O)c1ccc(NC(=O)C2C3C=CC(C3=C(c3ccccc3)c3ccccc3)C2C(=O)O)cc1 (stereo unspecified)
-1.1	i	CC(=O)Nc1ccc(S(=O)(=O)NCc2nc(-c3ccccc3Cl)no2)cc1
0.65	i	CN(C)S(=O)(=O)c1ccc(C(=O)Nc2ccc(Cl)cc2)cc1
0.01	i	Cc1ccccc1-c1nc(Cc2ccc(Cl)cc2)no1
-0.82	i	Cc1n(C)c2cc(Cl)ccc2[n+]1Cc1ccccc1
0.3	i	COc1ccc(/C=C(\NC(=O)c2ccc(OC)cc2)C(=O)Nc2ccccc2C(=O)O)cc1
0.04	i	CCn1c(SCC(=O)c2[nH]c(C)c(C(C)=O)c2C)nnc1-c1ccccc1
0.13	i	CC(C)Oc1ccc(C(=O)N2CCN(C(=O)c3ccco3)CC2)cc1
-0.43	i	CC(=O)c1ccc(N2CCN(C(=O)c3nn(C)c4c3CS(=O)(=O)c3ccccc3-4)CC2)cc1
-0.62	i	COc1ccc(-c2oc3ccc(-c4cc(OC)c(OC)c(OC)c4)cc3c2-c2ccc(OC)cc2)cc1
-0.65	i	CCc1ccccc1N(CC(=O)NC(C)C)C(=O)CCC(=O)Nc1nccs1
-1.1	i	COc1ccc(F)cc1Cn1nc(C(=O)O)c2ccccc2c1=O
0.12	i	CCS(=O)(=O)c1nc(S(=O)(=O)c2ccc(Cl)cc2)c(NCCN2CCOCC2)s1
-0.19	i	CC1(c2ccc(Cl)cc2)NC(=O)CS1 (stereo unspecified)
-2.2	i	CCOc1ccc(N2C(=O)CC(/C=C3/N(C)c4ccccc4C3(C)C)C2=O)cc1 (stereo unspecified)
-0.03	i	CN(C)S(=O)(=O)c1cccc(COC(=O)c2cc([N+](=O)[O-])ccc2N2CCOCC2)c1
0.82	i	CCOc1cc(NC(=S)NCc2ccco2)c(OCC)cc1NC(=O)CC
0.09	i	Cc1ccc(C(=O)N/N=C/C=C/c2ccccc2)o1
-0.14	i	CC(C)CC(=O)N/C(N)=N/c1nc2ccccc2s1
1.8	i	C=CCn1c(SCC(=O)Nc2ccccc2OC)nc(O)c(CC)c1=O
0.81	i	CCn1c(=N)n(CC(O)c2ccco2)c2ccccc21 (stereo unspecified)
-0.12	i	COc1ccc(N2CCN(c3cc(C)nc4ccc(OC)cc34)CC2)cc1
2	i	COc1cc(/C=N/N2CCN(C3c4ccccc4-c4ccccc43)CC2)cc(OC)c1O
-0.05	i	COc1ccc(OC)c(S(=O)(=O)CC(O)CS(=O)(=O)c2ccccc2)c1 (stereo unspecified)
1.5	i	CN(C(=O)CSc1nnnn1-c1ccc(O)cc1)C1CCS(=O)(=O)C1 (stereo unspecified)
0.26	i	CCCCC(NS(=O)(=O)c1ccc(OC)cc1)C(=O)O (stereo unspecified)
-0.48	i	CCc1cc(=O)oc2c3c(cc(OCC(=O)NC4CC4)c12)OC(C)(C)CC3
-0.52	i	COc1ccc(N(CC2CO2)S(=O)(=O)c2ccc(C)cc2)cc1 (stereo unspecified)
-0.64	i	CNc1nc(OC)nc(N(C#N)CN2C(=O)c3ccccc3S2(=O)=O)n1
0.55	i	Cc1cc(C(=O)N/N=C/c2ccc(-c3cccc(Br)c3)o2)n[nH]1
0.57	-6.4*	O=C(Nc1cc(Cl)cc(Cl)c1)C(c1ccccc1)N1CCCCC1 (stereo unspecified)
0.39	i	COCCNC(=S)N/N=C/c1ccc(-c2ccc([N+](=O)[O-])cc2)o1
-0.24	i	COc1ccc(C(=O)Cn2ccsc2=NC(C)=O)cc1
0.57	i	COc1ccc(OCC(=O)Nc2cc(-c3nn4c(C)nnc4s3)ccc2C)cc1
-1.2	i	Fc1ccccc1CSc1nc2ccccc2[nH]1
0.09	i	Cc1ccn(C(C)CC(=O)N2CCc3ccccc32)n1 (stereo unspecified)
-1.2	i	CSc1ccccc1OCc1cc(C(=O)NC2CCOC2)no1 (stereo unspecified)
0.01	i	CC(=O)n1cc([C@H]2C=C(C(=O)Nc3ccccc3)O[C@@H](OCCCCO)C2)c2ccccc21

Additional structures:
Kir21 block	KCNQ2 block	smiles
-0.57	i	CC(C)C(C(=O)Nc1ccccc1)N1C(=O)c2ccccc2C1=O (stereo unspecified)
-0.56	i	CCOC(=O)CN1CC23C=CC(O2)C(C(=O)NC2CCCCC2)C3C1=O (stereo unspecified)
0.05	i	COc1ccc(Nc2nc(-c3cc4cccc(OC)c4oc3=O)cs2)cc1
-0.15	i	COc1ccc(-n2nc(C(=O)NCC(=O)N3CCCC3)c3ccccc3c2=O)cc1Cl
0.05	i	COCC(=O)NNC(=S)Nc1cccc(C)c1C
-1.7	i	Cc1ccc(CNC(=O)C2(S(=O)(=O)c3ccccc3)CC=CC2)cc1
1.1	i	O=C(NCc1ccco1)c1nnc(Cc2ccc(Cl)cc2)o1
1.5	i	CC(C)c1ccc2nc(N)sc2c1
-0.67	i	Cc1nc(SCc2nc3ccccc3[nH]2)c2oc3ccccc3c2n1
0.73	i	CCc1nc(SCC(=O)NNC(=O)C2CCCCC2)c2ccccc2n1
-0.84	i	CC1CCCCN1S(=O)(=O)c1ccc(NC(=O)c2ccco2)cc1 (stereo unspecified)
-1.3	i	CC(=O)c1cc(-c2ccccc2)n(CC(=O)Nc2cc(C)cc(C)c2)c1C
-0.11	i	CCCN(CCC)C(=O)c1ccc2c(c1)N(Cc1ccccc1)C(=O)CS2=O (stereo unspecified)
-0.31	i	CCOC(=O)c1c(N)sc2c1CCSC2
0.84	i	O=C(c1ccc(Cl)cc1)N1CCN(c2ccc([N+](=O)[O-])c(NCc3cccnc3)c2)CC1
-0.89	i	O=S1(=O)CC/C(=N/Nc2ccccn2)c2cc(F)ccc21
-0.07	i	O=C(NCc1ccccc1)N1CCN(c2ccc(Cl)c(Cl)c2)CC1
-1.6	i	COc1ccc(-c2nnc3n2CCCCC3)cc1OC
0.09	i	S=C(NCCSCc1ccc(Cl)cc1Cl)Nc1ccccc1
-0.01	i	CC(=O)C1=C(C)NC(SCC(=O)Nc2nc3ccccc3s2)=C(C#N)C1c1ccc(Cl)cc1 (stereo unspecified)
-0.03	i	CCOC(=O)c1nnn(-c2nonc2N)c1CNc1ccc(C)c(Br)c1
1.6	i	N#Cc1c(NC(=O)c2cnccn2)sc2c1CCCC2
0.04	i	CC(=O)Nc1cc(-c2ccc(Cl)cc2)[nH]n1
-2.6	i	CC1CC2(CCCC2)N(C(=O)c2ccccc2)Cc2ccccc21 (stereo unspecified)
0.81	i	Cc1nn(C)cc1S(=O)(=O)N1CCN(Cc2ccc(F)cc2Cl)CC1
1.6	i	O=C(NN1C(=O)C2C(C1=O)C1C=CC2C12CC2)c1ccncc1 (stereo unspecified)
0.71	i	CC(C)=CC(=O)Nc1ccc(OCc2ccccc2)cc1
0.32	i	COc1ccc(NC(=O)CSc2nnnn2C)c([N+](=O)[O-])c1
-1.4	i	Cc1ccc(-n2c(N)c(S(=O)(=O)c3ccccc3)c3nc4ccccc4nc32)cc1
-0.6	i	COc1ccccc1-c1nnc(-c2ccc(F)cc2)o1

In another format: 5 of the compounds above.
The line under a structure holds: Kir21 block, KCNQ2 block
COc1ccc(F)cc1Cn1nc(C(=O)O)c2ccccc2c1=O
→ -1.1, i
CCOc1cc(NC(=S)NCc2ccco2)c(OCC)cc1NC(=O)CC
→ 0.82, i
Cc1nn(C)cc1S(=O)(=O)N1CCN(Cc2ccc(F)cc2Cl)CC1
→ 0.81, i
COc1ccc(-c2nnc3n2CCCCC3)cc1OC
→ -1.6, i
Cc1ccc(C(=O)N/N=C/C=C/c2ccccc2)o1
→ 0.09, i

(cont.)
Kir21 block	KCNQ2 block	smiles
-0.36	i	N=c1c(S(=O)(=O)c2ccccc2)cc2c(=O)n3ccccc3nc2n1C1CCCC1
-0.74	i	CCN(CC)CCNC(=O)c1ccccc1N
0.18	i	C/C(=N\NC(=O)C(=O)Nc1cc(C)ccc1C)c1ccncc1
-0.78	i	COc1ccc(NC(=O)C(Br)C(C)C)cc1 (stereo unspecified)
0.15	i	Cc1ccc(S(=O)(=O)/N=C(/NC(=S)Nc2cccc(C)c2)c2ccccc2)cc1
1.4	i	CC(=O)c1ccc(NC(=O)c2ccccc2Sc2ncnc3sc(C)c(C)c23)cc1
-3.3	i	COc1ccc(CN(C(=O)c2cccs2)c2nccs2)cc1OC
-0.27	i	COC(=O)N1CC(=O)N(OC)C1c1ccc(Cl)cc1Cl (stereo unspecified)
0.35	i	Brc1cc2c(cc1/C=N/Nc1nc(N3CCOCC3)nc(N3CCOCC3)n1)OCO2
1.4	i	O=C(c1ccccc1)C1CCN(C(=O)C2CCC(=O)N(Cc3cccc(F)c3)C2)CC1 (stereo unspecified)
-0.4	i	COc1ccc([N+](=O)[O-])cc1N(CC(=O)N1CCOCC1)S(C)(=O)=O
-2	i	C#CCOCCOCCOCCNc1nc(N2CCOCC2)nc(N2CCN(C(=O)[C@H]([C@@H](C)CC)n3cc(CCCCN)nn3)CC2)n1
-0.46	i	COc1cc(OC)c(OC)cc1CNCc1ccc2c(c1)OCO2
1.4	i	CCN(CC)c1ccc(C(=O)N/N=C(\C)c2ccc(O)cc2)cc1
0.03	i	Cc1ccc2c(CC(=O)NCc3ccco3)coc2c1C
2.6	i	O=C(NCc1ccc(F)cc1)c1cnccn1
-1.9	i	COc1ccc(OCCCn2cc(/C=C3/C(=N)N4C=C(C)SC4=NC3=O)c3ccccc32)cc1
-0.01	i	COc1cc(/C=N/n2c(=S)[nH]nc(C)c2=O)cc([N+](=O)[O-])c1O
1.8	i	COc1ccc(-c2cc(C(=O)NCCN3CCOCC3)no2)cc1OC
-0.26	i	Cc1ccsc1C(=O)c1sccc1C
-0.78	i	CC(=O)Nc1ccccc1C(=O)C(=O)Nc1cccc(C(=O)NCc2ccc(C)cc2)c1
-0.62	i	Cc1cc(OCC(=O)O/N=C(\N)c2ccccc2)ccc1Br
3	i	CSc1ccccc1NC(=O)c1ccc(Br)o1
0.67	i	O=C(C1CCCN1C(=O)c1cccs1)N1CCN(Cc2ccc3c(c2)OCO3)CC1 (stereo unspecified)
1.4	i	O=C1CN(C(=O)COC(=O)C23CC4CC(CC(O)(C4)C2)C3)c2ccccc2N1
-1.4	i	CC(C)CCn1c(SCC(N)=O)nc2c1c(=O)n(C)c(=O)n2C
-0.01	i	O=C(/C=C/c1ccnc2ccccc12)c1cccs1
0.16	i	CC(OC(=O)c1ccccc1O)C(=O)Nc1cccc(Cl)c1 (stereo unspecified)
0.31	i	c1cnc(Oc2ccc(-c3nnco3)cc2)cn1
-0.05	i	O=C(Nc1cc(C(=O)N2CCCC2)ccc1N1CCCC1)C1CC1
-0.02	i	CCOC(=O)Cn1nnnc1C
1.4	i	O=C(CCSc1nnc(-c2ccco2)o1)Nc1ccc(F)cc1
-0.28	i	COc1cc2c(cc1OC)C(c1ccncc1)CC(=O)N2 (stereo unspecified)
1.1	i	O=C(O)c1cccnc1Sc1ccc(Cl)cc1
-0.19	i	O=C(Nc1nnc(C(F)(F)F)s1)c1ccc(N2C(=O)C3C4C=CC(C4)C3C2=O)cc1 (stereo unspecified)
-0.67	i	Cc1ccc2c(COC(=O)c3c(C)noc3C)cc(=O)oc2c1
-0.17	i	Cc1ccc(S(=O)(=O)N2CCOCC2)cc1NC(=O)c1cc(-c2ccccn2)nc2ccccc12

Reformatted with values under each structure: 4 of the compounds above
Order of results – Kir21 block | KCNQ2 block
CCOC(=O)Cn1nnnc1C
    -0.02 | i
O=C(CCSc1nnc(-c2ccco2)o1)Nc1ccc(F)cc1
    1.4 | i
COc1cc2c(cc1OC)C(c1ccncc1)CC(=O)N2 (stereo unspecified)
    -0.28 | i
O=C(O)c1cccnc1Sc1ccc(Cl)cc1
    1.1 | i
